FBPA Giardia inh: Giardia lamblia aldolase inhibition; Potency, µM (top dose mostly 59.6 µM), for the others: top-dose activity, negative = inhibition, most hits filed as inhibitors; purified Giardia FBPA; hit rate 0.71% among 290,000; note: potency is the fitted concentration of half-maximal effect; nearly all actives have a fitted effect of over 55% in size
Target sequence (A8B2U2 whole entry, looked up): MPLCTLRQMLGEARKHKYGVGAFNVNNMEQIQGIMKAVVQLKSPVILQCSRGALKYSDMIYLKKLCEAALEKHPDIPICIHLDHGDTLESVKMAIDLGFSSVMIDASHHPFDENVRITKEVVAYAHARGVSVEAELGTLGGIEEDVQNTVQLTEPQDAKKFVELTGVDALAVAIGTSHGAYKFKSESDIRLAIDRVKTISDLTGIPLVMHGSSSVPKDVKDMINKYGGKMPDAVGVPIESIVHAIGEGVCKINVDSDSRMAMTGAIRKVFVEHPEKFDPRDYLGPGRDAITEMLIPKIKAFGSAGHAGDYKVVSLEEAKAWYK
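Giardia FBPA (40 nM reagent) was preincubated 10 min at RT with compound (up to 57.5 uM final), then substrate plus GAPDH/TPI/NAD/arsenate coupling system with diaphorase/resazurin was added; resorufin fluorescence (525/598 nm) was read after 20 min.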
AmpC detergent: inhibitors of E. coli AmpC beta-lactamase with detergent | AmpC hydrolysis of nitrocefin, absorbance 480 nm, 0.01% Triton | Potency, µM (doses to about 114 µM), inactives show at the highest dose activity change, negative = inhibition, usual class: inhibitors | hit rate 0.041% among 370,000;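 note: potency is the fitted concentration of half-maximal effect; 0% = no-compound wells and -100% = no-enzyme wells; nearly all actives have a fitted effect of over 25% in size; some results filed as inactive show a strong effect at the top dose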
Target sequence (P00811 whole entry, looked up): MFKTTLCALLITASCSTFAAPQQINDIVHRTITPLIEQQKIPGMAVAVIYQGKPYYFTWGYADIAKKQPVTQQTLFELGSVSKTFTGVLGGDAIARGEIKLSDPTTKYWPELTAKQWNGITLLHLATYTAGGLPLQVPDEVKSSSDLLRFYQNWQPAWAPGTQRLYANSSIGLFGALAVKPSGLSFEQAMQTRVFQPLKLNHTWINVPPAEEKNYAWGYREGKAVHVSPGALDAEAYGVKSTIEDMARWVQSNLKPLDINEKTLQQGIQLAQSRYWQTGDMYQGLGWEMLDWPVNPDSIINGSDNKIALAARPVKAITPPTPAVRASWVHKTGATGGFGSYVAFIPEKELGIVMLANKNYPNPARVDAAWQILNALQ
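20 mM phosphate pH 7.0 + 0.01% (detergent screen) or 0.0001% Triton X-100; 5.3 nM AmpC reagent; cpd preinc 15 min RT; nitrocefin (800 uM stock) to start; A480 q20 s × 4 min; Activity was normalised to no-enzyme and no-compound control wells.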
AmpC inh no detg: blocks E. coli AmpC beta-lactamase in detergent-free assay | P00811 | AmpC nitrocefin hydrolysis, absorbance 480 nm, 0.0001% Triton | Potency, µM (titrated, usually from 57.1 µM), without a hit: top-dose activity change, negative = inhibition, usual class: inhibitors | hit rate 0.52% among 330,000 | AID 485341;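 note: potency is the fitted concentration of half-maximal effect; plate controls were no compound for no effect and no enzyme for full effect; nearly all actives have a fitted effect of over 20% in size; some results filed as inactive show a strong effect at the top dose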
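AmpC (5.3 nM in the dispensed reagent) in 20 mM phosphate pH 7.0 with 0.01% (detergent screen) or 0.0001% Triton X-100 was preincubated with compounds for 15 min at room temperature. Nitrocefin was then added from an 800 uM solution, and hydrolysis was followed at 480 nm.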
HCV inhibitor: HCV inhibition; Huh7.5.1 HCVcc-Cre infection, luciferase reporter, 44 h; Potency, µM (top dose mostly 41.8 µM), for inactives: at the highest dose activity change, negative = inhibition, most hits filed as inhibitors; AID 651820; hit rate 3.4% among 340,000; note: potency is the fitted concentration of half-maximal effect
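HCVcc-Cre virus at an moi near 0.5 was added right after compound to cells cultured 4 h from seeding (1,000 cells/well). Luciferase activity was determined 44 h later, 15 min after substrate addition at RT.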
Sm TGR inh: blocks Schistosoma mansoni thioredoxin glutathione reductase; Potency, µM (titrated, usually from 114 µM), inactives show at the highest dose activity change, negative = inhibition, hits mostly inhibitors; purified TGR, DTNB reduction, TNB absorbance 405 nm; hit rate 3% among 360,000; note: potency is the fitted concentration of half-maximal effect; nearly all actives have a fitted effect of over 60% in size
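TGR 20 nM + NADPH 100 uM (dispensed conc.), cpd preinc 15 min RT; start with NADPH (500 uM addition) then DTNB (15 mM addition). Kinetic TNB absorbance, 405 nm filter. Four-parameter Hill fit across titration.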
HCMV inh: blocks human cytomegalovirus replication; HFF cells, HCMV-luciferase reporter, 72 h; active compounds read low; activity change, negative = inhibition, % at 57.5 µM; hit rate 4.5% among 410,000; in the data active = activity change below about -60%; inconclusive = no clear call, values can overlap the other calls; inactive = above about -39%
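After 16 h attachment at 37C, HFF cells received test compound and HCMV-luciferase (1 PFU/cell); reporter luminescence read 72 h later, data normalized against buffer-only and known inhibitor Salinomycin.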
Starred values were filed as active, the others as inactive; ? = inconclusive; . = not tested or not shown; & = joins results of further samples; [ ] = remark or other dose. Unless noted, calls come from the whole dose curve; as a rule, active = well fitted curve in the direction sought with a large enough effect; inconclusive = small, poorly fitted or top-dose-only effect, or another doubt; inactive = no such curve, though single readings can be large; an effect the other way counts as inactive or inconclusive. Unless noted, % is set by controls: 0 for no effect and ±100 for the full control effect.

SMILES,AmpC detergent,AmpC inh no detg,Sm TGR inh,HCMV inh,HCV inhibitor,FBPA Giardia inh
Cc1cccc(C)c1NC(=O)CN(C)C(=O)c1ccc(COc2ccccc2)cc1,-4%,79%[activator],-21%,-9,?,4%
COCCCNC(=O)c1c(NC(=O)c2ccco2)n(Cc2ccccc2)c2nc3ccccc3nc12,?,-7%,-33%,?,-18%&-17%,?
COC(=O)c1ccc(S(=O)(=O)N2CCC(O)CC2)n1C,4%,-15%,12%,-15,4%,5%
COc1cccc(Cn2c(CNS(=O)(=O)c3ccc(F)c(Cl)c3)nc3cccnc32)c1,0%,.,14%,-14,.,.
CCOc1ccc(C(=O)Cc2ccc3oc(C(=O)O)cc3c2)c(O)c1,2%,-17%,-18%,15,8%,?
Cn1c(SCC(=O)NC2CCCCC2)nnc1-c1ccncc1,?,0%,2%,7,8%,7%
O=C(CCN1C(=O)/C(=C/c2ccccc2Cl)SC1=S)NN1CCOCC1,-9%,-9%,-14%,9,2%,1%
S=c1[nH]nc(-c2ccco2)n1/N=C/c1c(Cl)cccc1Cl,-8%,-25%,0%,0,6%,-7%
C#CCOCCOCCOCCNc1nc(N2CCN(C(=O)[C@H](Cc3cc4ccccc4[nH]3)n3cc([C@@H](N)Cc4ccc(O)cc4)nn3)CC2)nc(N2CCN(C(=O)[C@H](Cc3cc4ccccc4[nH]3)n3cc([C@@H](N)CC(C)C)nn3)CC2)n1,3%,169%[activator],-4%,.,43%[activator],0%
COc1ccc(C2CC(=O)N3CN(c4ccc(C)c(Cl)c4)CSC3=C2C#N)cc1OC (stereo unspecified),-17%,-16%,50µM*,-24,-15%,5µM*
OC1(c2ccccc2)c2ccccc2-c2ncccc21 (stereo unspecified),-20%,-6%,1%,20,12%,3%
COCc1cnc(C)nc1N,-12%,-7%[11.4 µM],2%,?,4%,5%
O=C(Nc1c(F)cc(F)cc1Br)c1cc(S(=O)(=O)N2CCN(c3ccccn3)CC2)ccc1F,12%,-17%,7%,-16,-28%,-12%
O=C(NN=C1CCN(Cc2ccccc2)CC1)c1cccc(S(=O)(=O)Nc2ccccc2Cl)c1,-3%,-26%,-7%,-3,9%,12%
Cc1ccc(C(=O)NCC(=O)OCC(=O)c2ccc(Cl)s2)cc1,?,-23%,-1%,3,13%,.

3 compounds from above, reduced to FBPA Giardia inh, Sm TGR inh and AmpC inh no detg.
| structure | FBPA Giardia inh | Sm TGR inh | AmpC inh no detg |
| --- | --- | --- | --- |
| Cc1cccc(C)c1NC(=O)CN(C)C(=O)c1ccc(COc2ccccc2)cc1 | 4% | -21% | 79%[activator] |
| COCCCNC(=O)c1c(NC(=O)c2ccco2)n(Cc2ccccc2)c2nc3ccccc3nc12 | ? | -33% | -7% |
| COC(=O)c1ccc(S(=O)(=O)N2CCC(O)CC2)n1C | 5% | 12% | -15% |

More results:
SMILES,AmpC detergent,AmpC inh no detg,Sm TGR inh,HCMV inh,HCV inhibitor,FBPA Giardia inh
CSc1nnc(NC(=O)Cc2coc3cc(C)ccc23)s1,16%,.,-2%,36,.,.
COc1ccccc1NC(=O)Nc1nc(CC(=O)Nc2ccc(F)c(F)c2)cs1,?,-41%,0%,-36,?,.
COc1cccc(N2CCN(c3ccc(S(=O)(=O)N4CCCC4)cc3)CC2)c1,-5%,-7%,-17%,-39,-1%,1%
c1coc(C2=NCCc3ccccc32)c1,-12%,-15%,-15%,-19,6%,?
CCN(CC)CCn1cnc2c([nH]c3cccc(OC)c32)c1=O,1%,?,-1%,7,-6%,1%
COc1ccc(OC)c(S(=O)(=O)N2CCC(C(=O)N3CCCCCC3)CC2)c1,-6%,26%,-2%,?,3%,8%
O=C(Cc1ccc(Cl)cc1)NCCS(=O)(=O)N1CCN(c2ccccc2)CC1,-14%,-22%,0%,17,-10%,.
COC(=O)c1cc(-c2ccc(Cl)cc2)c2c(=O)[nH]c(=O)n(C)c2n1,-2%,.,-1%,-13,.,.
O=C(Nc1ccnn1C1CCN(Cc2ccc3nonc3c2)CC1)c1cccc(F)c1,3%,73%[activator],-18%,0,?,.
COc1cccc(CN(C)CC(=O)Nc2sc3c(c2C#N)CCC3)c1OC,?,-4%[11.4 µM],-26%,-38,?,-16%
CC(C)OC(=O)CSc1nnc(-c2ccccn2)n1N,0%,-10%,2%,?,13%,3%
COc1ccc(S(=O)(=O)N2CCOCC2)cc1NC(=O)COC(=O)c1ccc(C)s1,3%,71%[activator],16%,-36,-1%,3%
Cc1cc(C)n2c(SCC(=O)N(C)C3CCCCC3)nnc2n1,0%,-8%,.,?,15%,-2%
NC(=O)c1ccc(NC(=O)COC(=O)CNC(=O)c2sc3ccccc3c2Cl)cc1,?,-41%,-7%,-13,-5%,.
CCOC(=O)C1=C(C)S/C(=C\N(C)C)C1=O,-19%,-17%,12%[11.4 µM],-15,12%,-2%
COC(=O)CCCC(NC(=S)N1CC2C[C@@H](C1)Cn1c2cccc1=O)C(=O)OC (stereo partly specified),-4%,185%[activator],12%,19,16%,7%
CC1CCN(CCNC(=O)c2ccc(NC(=O)C3CCCO3)cc2)CC1 (stereo unspecified),0%,-1%,0%,46,7%,5%
Cc1cc(C(=O)OCC(=O)Nc2cccc(S(=O)(=O)N(C)C)c2)c2ccccc2n1,0%,3%,0%,3,-14%,-5%
CCCCNC(=O)Nc1c(C)cc(SC#N)cc1C,3%,-23%,4%,8,1%,5%
COc1cc(CNCCCCO)ccc1OCc1ccccc1F,3%,-9%,12%,27,?,-1%
C=CCn1c(O)c(N=Nc2nc3ccccc3c(=O)n2-c2ccccc2)c2ccccc21,?,-26%,0%,-23,4%,-1%
CCc1ccc(NC(=O)Cn2c(=O)n(CCCC(=O)NCCc3ccc(OC)c(OC)c3)c(=O)c3ccccc32)cc1,14%,.,10%,7,.,.
CCc1ccc(-n2c(=O)c3c(C)c(C(=O)N(C)C)sc3n(CC(=O)NCc3ccco3)c2=O)cc1,0%,-8%,5%,-11,29%,3%
CC1(C)CC(CCNS(=O)(=O)c2ccccc2)(c2ccccc2)CCO1 (stereo unspecified),-1%,30%,-16%,-16,-3%,0%
COc1ccccc1CNC(=O)Nc1ccc2c(c1)N(C)C(=O)c1ccccc1S2,-7%,.,-29%,?,.,.
C=CCOC(=O)C(C#N)c1nc2ccccc2nc1N1CCN(Cc2ccccc2)CC1 (stereo unspecified),8%,-13%,-10%,-4,-13%,-13%
CSCCC(NC(=O)c1cc([N+](=O)[O-])cc([N+](=O)[O-])c1)c1nc2ccccc2[nH]1 (stereo unspecified),2%,-6%,-1%,44,-26%,-6%
CCOC(=O)C1CCN(C(=O)CCCn2nc(C)c3c(C)n(-c4ccc(C)cc4)nc3c2=O)CC1,-12%,94%[activator],9%,13,-12%,-10%
O=C(O)CN1CCN(Cc2ccccc2Cl)C1=O,-2%,-11%,-34%,7,17%,-3%
COc1ccc(C2CC(O)(c3ccccc3)Oc3c(C)ccc(C)c32)cc1 (stereo unspecified),8%,-39%,14%,-33,?,-9%&-8%
O=C(CSCc1cccc(CSCC(=O)Nc2ccc3ccccc3c2)n1)Nc1ccc2ccccc2c1,?,-50%,-5%,-82*,10µM*,4%
COc1ccc(Cc2nnc(NC(=O)C3CC(=O)N(c4ccccc4C)C3)s2)cc1OC (stereo unspecified),-3%,145%[activator],1%,71,9%,.
COc1ccc(S(=O)(=O)NCC(c2ccc(C)cc2)N2CCN(C)CC2)cc1 (stereo unspecified),?,14%,37%[activator],-12,-7%,.
Cc1[nH]nc(SCC(=O)N(C)c2ccccc2)c1[N+](=O)[O-],-11%,-19%,6%,-25,13%,-2%
NNC(=O)c1sc(-c2ccccc2)cc1N,2%,-41%,2%,54,24%,4%
Cc1nc2ccn(Cc3cccs3)c(=O)c2cc1C(=O)NCc1ccc(Cl)cc1,?,.,-5%,0,.,.
CC(C)(C)C(=O)Cn1c(=O)n(-c2ccc(Cl)cc2)c(=O)c2c3c(sc21)CCCC3,16%,.,6%,-4,.,.
CCOC(=O)c1c(NC(=O)COc2c(C)cc(Cl)cc2Cl)sc2c1CCCC2,-10%,.,0%,7,.,.
Cc1cc(C)n(CCNC(=O)CC2C(=O)NCCN2CC2CCCCC2)n1 (stereo unspecified),0%,87%[activator],-27%[57.1 µM],-6,12%,-10%
C=CCn1c(C23CC4CC(CC(C4)C2)C3)n[nH]c1=S,?,-39%,-11%,-7,2%,?
CCSC1=C(C#N)C(c2ccccc2OC)CC(=O)N1 (stereo unspecified),-9%,-20%,-12%,-75*,-8%,-4%
CCOC(=O)C1CCN(S(=O)(=O)c2ccc(NC(C)=O)c(Cl)c2)CC1,3%,0%,10%,6,12%,3%
Oc1c(C=Nc2ccccc2)sc2ccccc12,-5%,-13%,-11%,-15,3%,0%
O=c1c(N2CCOCC2)c(N2CCOCC2)c1=O,-3%,-1%,15%,34,8%,-1%
O=C1CCN(Cc2ccc(Cl)cc2)N1,-7%,-9%,-23%,.,14%,-11%
CCN(CC)c1ccc(C(=O)OCC(=O)N2CCCC2)cc1,?,0%,0%,.,-14%,1%
COCCCNC(=S)N1CCC(C(=O)c2ccc3c(c2)OCCO3)CC1,-5%,23%,-2%,-38,-18%,1%
Cc1ccccc1Nc1c(-c2ccc(N3CCOCC3)cc2)nc2cnccn12,5%,124%[activator],-2%,26,1%,-2%
Cc1cc(C(=O)Nc2cccc3c2O[C@H](CN(C)CC2CC2)[C@@H](C)CN([C@H](C)CO)C3=O)n(C)n1,.,110%[activator],.,15,7%,.
CCCc1cc(=O)oc2cc(C)cc(OCC(=O)NCC(O)c3ccccc3)c12 (stereo unspecified),?,1%,0%,-3,-26%,17%
Cc1ccc(C)c(Cn2c(=O)n(CCC(=O)NCc3ccco3)c(=O)c3ccccc32)c1,-1%,0%,-8%,?,-10%&-1%,2%
Cc1ccc(-c2noc(CCC(=O)Nc3ccc(F)cc3Cl)n2)cc1,10%,.,-3%,0,.,.
COc1ccc(C(=O)Oc2ccc(N(C)S(=O)(=O)c3ccccc3)cc2)cc1[N+](=O)[O-],-7%,-35%,-4%,-99*,-8%,-4%
Cc1cc(C)nc(N/N=C/c2ccccc2Cl)n1,-2%,-21%,9%,53,-2%,-14%
Cn1c(=NC(=O)C(C)(C)C)sc2cccc(F)c21,4%,1%,27%,-25,-6%,5%
Cn1c(-c2cccc([N+](=O)[O-])c2)cnc1NCc1ccc(C#N)cc1,-9%,-18%,.,17,10%,?
Cc1ccccc1NC(=O)Nc1nc2ccc(S(C)(=O)=O)cc2s1,-11%,-27%,-8%,5,-2%,6%
COc1cc(/C=C2\NC(=S)N(C)C2=O)ccc1O,-1%,-33%,-18%,-20,3%,-21%
